TbREL1 primary: TbREL1 inhibition, primary screen | TbREL1 RNA ligation, FRET fluorescence | inhibition, % at 9.66 µM | actives 0.49% (n = 89,000) | AID 1117264;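 active = inhibition above the mean inhibition across all screened compounds plus 3 SD, cut at about 11% in these data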;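 also: 0% = plate median of test wells and 100% = NSC42067 control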
Target sequence (P86926 whole entry, looked up): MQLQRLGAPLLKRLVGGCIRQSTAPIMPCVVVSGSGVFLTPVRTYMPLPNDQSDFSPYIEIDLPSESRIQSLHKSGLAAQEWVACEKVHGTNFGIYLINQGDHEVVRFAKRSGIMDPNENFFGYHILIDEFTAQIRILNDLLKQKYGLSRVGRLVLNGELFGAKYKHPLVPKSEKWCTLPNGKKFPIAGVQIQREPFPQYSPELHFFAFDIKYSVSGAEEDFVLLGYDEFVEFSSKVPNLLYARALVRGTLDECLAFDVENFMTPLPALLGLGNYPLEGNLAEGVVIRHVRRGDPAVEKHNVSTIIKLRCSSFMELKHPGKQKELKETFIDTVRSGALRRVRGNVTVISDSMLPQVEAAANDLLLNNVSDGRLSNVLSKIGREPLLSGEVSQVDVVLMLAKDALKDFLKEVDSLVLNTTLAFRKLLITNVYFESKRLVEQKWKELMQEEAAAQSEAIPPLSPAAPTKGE
* marks the source's active call; other numbers are inactive results. This is a subset; count on the stated rates, not on these rows.

SMILES	TbREL1 primary
Cc1ccc(C(=O)COC(=O)CCCC(=O)NC2CCCCC2)cc1[N+](=O)[O-]	-0.7
O=C(Nc1cc(Cl)ccc1N1CCCC1)C1=COCCO1	4.1
O=C(CCNC(=O)c1ccc(Br)cc1)NCc1ccco1	0.7
O=C(Cn1cnc2cc([N+](=O)[O-])ccc2c1=O)NCc1ccccc1	-1.0
Cc1ccc(Cl)cc1NC(=O)CN1C(=O)COc2ccc(S(=O)(=O)N3CCOCC3)cc21	-3.4
CC(C)(C)c1ccc(/C=N/N2C(=O)CSC2=S)cc1	0.3
Cc1ccc(Cn2c(=N)c(C(=O)NCC3CCCO3)cc3c(=O)n4ccccc4nc32)cc1 (stereo unspecified)	-1.1
COc1ccc(Cc2c(C3CCCCC3)nc3c4ccccc4ccn23)c(C)c1	2.0
O=C(CCCNC(=O)c1ccc(Cl)cc1)Nc1cccc(S(=O)(=O)N2CCCCC2)c1	-0.9
COc1cc(OC)c(N(C)S(=O)(=O)c2cccc(C(=O)Nc3nc(C)cs3)c2)cc1Cl	7.1
COc1ccc(N2CCN(Cc3nc4ccccc4n3C)CC2)cc1	-3.2
CCSC1=C(C#N)C2(CCCC2)C(C#N)=C(N)N1	-0.1
CCO[C@@H]1OC(C(=O)N2CCN(C)CC2)=C[C@H](c2ccc(C(F)(F)F)cc2)[C@H]1CCCO	-1.8
O=C(CCCC(=O)N(CC(=O)NC1CCCC1)c1cccc(F)c1)Nc1ccccn1	-1.9
COc1ccc(NC(=S)Nc2cccc(Cl)c2Cl)cc1OC	-2.3
Cc1ccc2cc(CCNC(=O)C(C)(C)C)c(=O)[nH]c2c1	-0.7
CS(=O)(=O)n1nc(OC(=O)c2cccs2)cc1N	-2.2
COc1ccc(N2CCN(C(=O)c3c(C)nn(-c4ccccc4)c3C)CC2)cc1	-3.4
COc1ccc(NC(=O)CSCc2cc(=O)n3nc(C4CC4)sc3n2)cc1	1.3
Cc1ccc2c(nc3s/c(=C/c4cccs4)c(=O)n32)c1C	1.6
O=C(Nc1c2c(nn1-c1ccccc1)CS(=O)(=O)C2)c1ccco1	4.5
CCOC(=O)c1cn(CC)c2ccc(Br)cc2c1=O	1.1
CCOc1ccc(NC(=O)c2cnsn2)cc1	2.0
CC(=O)C1=C(C)Nc2cc(C(F)(F)F)ccc2S1	-0.7
O=C(C=C=Nc1ccccc1)C(=O)N=C=Cc1ccccc1	3.1

Remaining list, next part.
SMILES	TbREL1 primary
CCn1c2ccccc2c2cc(NC(=O)CNCc3ccccc3OC)ccc21	5.9
Cc1ccc(CNC(=O)c2cc(-c3ccccc3C)nn2CC2CC(c3cccnc3)=NO2)cc1 (stereo unspecified)	-1.3
c1ccc(CN2CCN(c3ncnc4nc[nH]c34)CC2)cc1	1.2
CCOC(=O)c1cccc(C2=CC(=O)C[C@H](c3ccc(OC)c(OC)c3)C2)c1	-2.1
CC(C)Oc1ccc(Cc2cnc(N)nc2N)cc1	1.8
O=C(CCCN1C(=O)CSc2ncccc21)N1CCN(Cc2ccccc2)CC1	0.9
CN1CCC(CO)(Cc2ccccc2)CC1	-0.3
CC1(C)Cc2c(cnn2-c2cccc(F)c2)C(NC(=O)Cn2cccn2)C1 (stereo unspecified)	-3.4
COc1ccc(C2N(c3ccc(C)cc3)CCN2c2ccc(C)cc2)cc1O	1.1
Cc1c(-c2ccc(F)cc2)nc(N)c(C#N)c1-c1ccco1	-2.4
CCOc1ccccc1NC(=O)CNC(=O)CNC(=O)Cc1ccccc1	1.8
COc1ccc(NC(=O)c2cccc3c(-c4ccc(O)c(OC)c4)coc23)cc1	2.7
O=C(O)CN1C(=O)/C(=C\c2cccc(OC(=O)c3ccco3)c2)SC1=S	2.9
CCc1cc2c(=O)c(Oc3ccccc3)c(C)oc2cc1O	2.9
O=C(CSc1nc2ccccc2o1)N1CCN(c2ccccc2)CC1	-6.2
O=C(OCc1cn(Cc2ccccc2F)nn1)N1CCOCC1	5.6
COc1ccc(C(=O)OCc2ccc(C)cc2)cc1S(=O)(=O)N1CCOCC1	0.8
COc1ccc(C2C(C#N)=C(N)OC3=C2C(=O)CC(C)(C)C3)c(OC)c1OC (stereo unspecified)	1.0
CCCCCCCN1CCN=C1N(C)C	0.4
Cc1nnc(SCc2cc(=O)[nH]c(N3CCCCC3)n2)s1	2.7
Cc1cc(N2CCCC2)ccc1NC(=O)COc1ccc(Cl)cc1	-1.9
COc1ccc(C(C)=O)c2c1OCCO2	2.9
O=C(CN1C(=O)COc2ccc(S(=O)(=O)N3CCCCC3)cc21)NCc1ccc(Cl)cc1	-1.6
CCc1ccc(NC(=O)C(=O)NCC2CCCO2)cc1 (stereo unspecified)	-1.3
Cc1ccc(C(CNS(=O)(=O)c2ccc(C)cc2)N2CCN(C)CC2)cc1 (stereo unspecified)	2.8

New compounds follow
SMILES	TbREL1 primary
S=c1[nH]nc(-c2ccn[nH]2)n1-c1ccccc1Cl	-4.9
O=S1(=O)CC(N2CCN(CCO)CC2)CN1Cc1cn(Cc2ccccc2)nn1 (stereo unspecified)	0.4
O=C(NCCc1ccc(Cl)cc1)C1CCC(CNc2nc(=S)[nH]c3ccccc23)CC1 (stereo unspecified)	-1.7
Cc1ccc(-c2csc(NC(=O)Cc3ccc(F)cc3)n2)o1	3.4
N#CCSc1nc2c(c(C3CC=CCC3)c1C#N)CCC2 (stereo unspecified)	0.3
Cc1nn(CC(=O)c2ccc3c(c2)OCCO3)c(=O)c(C#N)c1C	-0.7
CCO[C@@H]1OC(C(=O)NCc2nc3ccccc3[nH]2)=C[C@H](C(C)(C)C)[C@H]1CCCO	-1.1
Cc1ccc(SCC(=O)OCC(=O)N(C)CC(=O)Nc2ccccc2Cl)cc1C	-0.2
Cc1nn(-c2ccccc2)c(C)c1C(=O)NNC(=O)C(F)(F)F	1.2
CCN1C(=O)CS/C1=C(\C#N)S(=O)(=O)c1ccccc1	-2.0
COC(=O)c1ccc(NC(=O)CSc2nnc(C)n2-c2ccccc2)cc1	-0.5
COc1ccc(Cl)cc1S(=O)(=O)N1CCN(C(=O)CSc2nc3ccccc3nc2N2CCCC2)CC1	-3.0
Cc1ccc(-c2nnn(CC(=O)NC3CCCc4ccccc43)n2)cc1 (stereo unspecified)	-1.6
NC(=O)c1ccsc1NC(=O)CSc1nnc2ccccn12	0.8
CCn1c2ccccc2c2cc(NC(=O)CSc3nnc(-c4cccc(OC)c4)n3N)ccc21	-1.0
Nc1cc2c3c(cccc3c1)C(=O)N(CCN1CCCC1)C2=O	-3.5
CC#CCN1c2ccccc2[C@]23C[C@@H](C(=O)OC)N(C(=O)NC4CCCCC4)C2=NC(C(=O)OC)=C(C(=O)OC)[C@H]13	4.8
CSc1ccccc1NC(=O)CN(C)C(C)C(=O)Nc1ccc(C#N)cc1 (stereo unspecified)	0.8
Cc1sc2nc(CSCC(=O)Nc3ccccc3C#N)[nH]c(=O)c2c1C	-0.9
CCOC(=O)c1cc(-c2ccccc2)nc2nc(N(CC)CC)sc12	2.8
COc1cc(O)c(C(CC(=O)N2CCN(c3ccccc3)CC2)c2ccc(N(C)C)cc2)c(OC)c1 (stereo unspecified)	-3.9
O=C(CSc1nncs1)NC1CCCCCCC1	1.5
O=C(NCc1ccco1)c1noc2c1CCCCC2	-1.1
CC(OC(=O)c1ccc(Cl)c(S(N)(=O)=O)c1)C(=O)NCc1ccc2c(c1)OCO2 (stereo unspecified)	2.7
O=C(c1ccc(Br)s1)N1CCc2ccccc2C1	1.0

Carrying on:
SMILES	TbREL1 primary
CC1(C(=O)OCC(=O)Nc2ccc(S(=O)(=O)N3CCOCC3)cc2)CC1(Cl)Cl (stereo unspecified)	-1.6
CCC(Sc1nc2ncnc(N)c2[nH]1)C(=O)O (stereo unspecified)	1.4
CCNC(=O)C1CCCN(C(=O)Cc2cccs2)CC1 (stereo unspecified)	-0.8
CCc1ccccc1NC(=O)CC(c1ccc(OC)cc1)n1cccc1 (stereo unspecified)	4.0
O=C(NNc1ncnc2c1cnn2-c1ccc(F)cc1)c1ccco1	-7.0
N/C(CC(=O)Nc1cccc(C(F)(F)F)c1)=N/O	-1.8
O=C(NC1CC1)c1nc(Cn2ccc([N+](=O)[O-])n2)no1	1.7
CCOC(=O)/C(C#N)=C1\Nc2ccccc2N=C1N(CC(C)C)CC(C)C	-3.2
CC(C)(C)c1nc2c(s1)CCc1onc(-c3ccc(Cl)cc3)c1-2	2.3
COc1ccccc1NC(=O)Nc1nnc([C@@H]2C[C@H](O)[C@@H](CO)O2)s1	1.1
Cc1cc(C)c(S(=O)(=O)N(C)CC(=O)NCCN2CCOCC2)c(C)c1	-1.7
COc1ccc2c(c1)CCC1C2=NN(/C(C)=C/C(C)=O)C1c1cccc(F)c1 (stereo unspecified)	1.6
Cn1c(=O)n(Cc2ccccc2F)c2ccccc21	0.5
COc1ccc(C)cc1S(=O)(=O)N(CC(=O)NCc1ccc(Cl)cc1)Cc1ccccc1	0.5
O=C(Nc1ccccc1)C1CCN(C(=O)c2ccc(Br)cc2)CC1	-1.4
CC(C)(C)S(=O)(=O)c1ccc2nc3c(n2c1)CCCC3	-0.2
COc1ccc(OC)c(Nc2nc(-c3sc(NC(=O)CC(C)C)nc3C)cs2)c1	-2.7
Cc1ccc(NC(=O)CCCc2c[nH]c3ccccc23)nc1	-5.0
COc1cccc(C(=O)Nn2cnnc2)c1OC	-1.1
Cc1c(C(=O)N2CCN(S(=O)(=O)c3ccccc3)CC2)oc2ccc(Br)cc12	4.1
O=c1[nH]c(COc2ccc(Cl)cc2Cl)nc2ccccc12	1.6
COCCNC(=O)C1(C(F)(F)F)CC(CCCO)CCCO1 (stereo unspecified)	-1.1
Cc1ccccc1/C=C/c1nc2ccccc2c(=O)n1CCc1ccccc1	0.6
CCNC(=O)CC1SC(=Nc2cccc(Cl)c2C)N(C)C1=O (stereo unspecified)	0.3
CCOC(=O)C1=NOC(Cn2cc(C#N)c(=O)n(C)c2=O)C1 (stereo unspecified)	3.3

(next part)
SMILES	TbREL1 primary
O=C(c1ccc2c(c1)OCO2)[C@@H]1[C@@H]2C(=O)N(C3CCCCC3)C(=O)[C@@H]2C2c3ccccc3C=CN21 (stereo partly specified)	-0.3
COC(=O)CSc1nc(C)c(C(=O)Nc2ccccc2C)c(-c2ccc(Cl)cc2)c1C#N	-1.2
O=C(C[C@H]1C[C@H](C(=O)N2CCCCC2)[C@@]2(CCc3ccccc3)c3[nH]c4cc(-c5ccco5)ccc4c3CCN2C1=O)NCCN1CCOCC1	2.8
COCCC(=O)N1CCCC(C(=O)c2ccc(Oc3ccccc3)cc2)C1 (stereo unspecified)	-3.3
O=C(NCc1ccc(OC(F)(F)F)cc1)C1CC(c2ccc(C(F)(F)F)cc2)=NO1 (stereo unspecified)	4.5
CCCN1CCC(NC(=S)Nc2ccc([N+](=O)[O-])cc2)CC1	-0.1
CSCCC(NC(=O)c1ccccc1Br)C(=O)NNC(=O)c1ccco1 (stereo unspecified)	2.6
CC(OC(=O)c1ccncc1)C(=O)NC1CCCC1 (stereo unspecified)	-2.7
CCOC(=O)COc1ccc(S(=O)(=O)Nc2ccc3c(c2)OCCO3)cc1	-5.0
CN1C(=O)C2C(c3ccc(N(C)C)cc3)NN(Cc3ccccc3)C2C1=O (stereo unspecified)	-5.2
COc1ccc(C(=O)Nc2cccc(OC(=O)c3ccco3)c2)cc1	-3.1
Cn1c(=O)c(C(=O)CN2CCCc3ccccc32)c(N)n(Cc2ccccc2)c1=O	1.1
COc1ccc(C2OC(=O)CC2C(=O)NCc2ccccc2Cl)cc1OC (stereo unspecified)	3.7
CCC(=O)N(Cc1cc(=O)[nH]c2ccccc12)c1ccc(OC)cc1	-2.6
COc1ccc(C(=O)NCC(=O)N/N=C/c2c(C)[nH]c3ccccc23)cc1OC	-2.4
COC(=O)C1=C(N)Oc2cc(C)n(C)c(=O)c2C1c1ccc(Cl)cc1 (stereo unspecified)	2.8
Cc1ccc(C)n1-c1ccc(C(=O)NC2CCN(Cc3ccccc3)CC2)cc1	-1.2
CC1CCN(c2nc3ccc(C(=O)N4CCN(Cc5ccc6c(c5)OCO6)CC4)cc3s2)CC1	-4.7
CC(=O)NCc1ccc(C(=O)CCl)cc1	2.1
CCOC(=O)C1CCN(S(=O)(=O)c2ccc(C)c(C)c2)CC1	6.6
Cc1cc(F)ccc1NC(=O)C(C)n1c2ccccc2c2nc(=O)cc(C)n21 (stereo unspecified)	-1.4
CSc1ccc2nnc(-c3cccc(F)c3)n2n1	0.0
Nc1cc(Cl)nc(N/N=C/c2c(O)ccc3ccccc23)n1	5.9
NC(=O)C1CC(=O)N(c2ccc(OCC(=O)N3CCCC3)cc2)C1 (stereo unspecified)	3.2
COc1ccc(CN=Cc2c(O)[nH]c3ccccc23)cc1	-0.2
COc1ccc2c(c1)c(C(=O)OCCN(C)C)c(C)n2C	7.1

Given in CSV form: part of the list above.
structure,TbREL1 primary
CN1C(=O)C2C(c3ccc(N(C)C)cc3)NN(Cc3ccccc3)C2C1=O (stereo unspecified),-5.2
COc1ccc(C(=O)Nc2cccc(OC(=O)c3ccco3)c2)cc1,-3.1
Cn1c(=O)c(C(=O)CN2CCCc3ccccc32)c(N)n(Cc2ccccc2)c1=O,1.1
COc1ccc(C2OC(=O)CC2C(=O)NCc2ccccc2Cl)cc1OC (stereo unspecified),3.7
CCC(=O)N(Cc1cc(=O)[nH]c2ccccc12)c1ccc(OC)cc1,-2.6
COc1ccc(C(=O)NCC(=O)N/N=C/c2c(C)[nH]c3ccccc23)cc1OC,-2.4
COC(=O)C1=C(N)Oc2cc(C)n(C)c(=O)c2C1c1ccc(Cl)cc1 (stereo unspecified),2.8
Cc1ccc(C)n1-c1ccc(C(=O)NC2CCN(Cc3ccccc3)CC2)cc1,-1.2
CC1CCN(c2nc3ccc(C(=O)N4CCN(Cc5ccc6c(c5)OCO6)CC4)cc3s2)CC1,-4.7
CC(=O)NCc1ccc(C(=O)CCl)cc1,2.1
CCOC(=O)C1CCN(S(=O)(=O)c2ccc(C)c(C)c2)CC1,6.6
Cc1cc(F)ccc1NC(=O)C(C)n1c2ccccc2c2nc(=O)cc(C)n21 (stereo unspecified),-1.4
CSc1ccc2nnc(-c3cccc(F)c3)n2n1,0.0
Nc1cc(Cl)nc(N/N=C/c2c(O)ccc3ccccc23)n1,5.9
NC(=O)C1CC(=O)N(c2ccc(OCC(=O)N3CCCC3)cc2)C1 (stereo unspecified),3.2
COc1ccc(CN=Cc2c(O)[nH]c3ccccc23)cc1,-0.2
COc1ccc2c(c1)c(C(=O)OCCN(C)C)c(C)n2C,7.1

High-throughput results: PubChem, The Scripps Research Institute Molecular Screening Center
